thrombin 1536: blocks human thrombin protease activity; alpha-thrombin, Boc-VPR-AMC fluorogenic substrate cleavage; inhibition, % at 5 µM; actives 0.26% (n = 220,000);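 active means inhibition at or above 40%; inactive means inhibition below 40%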;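 further: 0% = enzyme with no compound and 100% = wells without enzyme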
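signal = AMC fluorescence, 355/460 nm | material = human alpha-thrombin enzyme | control set = enzyme without compound as high, wells lacking enzyme as low | times = reaction at room temperature | read-out basis = percent inhibition scaled between no-compound controls and no-enzyme blanks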
TRPN1 ag: activates the zebrafish TRPN1 channel | HEK293 zebrafish TRPN1-YFP, Fluo-8 calcium fluorescence; 100% = response to 87 µM carbachol | actives 0.18% (n = 220,000) | activation, % at 3 µM;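 active means activation above its plate's cutoff, the mean activation of test wells on that plate plus 3 SD, cut at about 19% in these data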;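 further: 0% = DMSO alone and 100% = 87 µM carbachol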
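Material – zebrafish TRPN1-YFP in HEK293 cells · Doses – 3 µM single point · Schedule – dye 1 h 37 °C plus 30 min RT · Signal – Fluo-8 calcium fluorescence, excitation 470-495 nm, emission 515-575 nm · Read-out – % activation versus carbachol response · Control set – carbachol high, DMSO low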
m-calpain inh: inhibitors of pig calpain II | purified calpain II, fluorogenic peptide substrate, 30 min | inhibition, % at 16 µM | actives 0.37% (n = 220,000) | AID 1236;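 active means inhibition above about 50%, limit read from the data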
Furin inh: human furin inhibition; purified furin, fluorogenic substrate cleavage; inhibition, % at 30 µM; actives 0.061% (n = 220,000); in the data active means inhibition above about 25%; further: inactives centre near -15
Target sequence (P09958 108-714 limits assumed): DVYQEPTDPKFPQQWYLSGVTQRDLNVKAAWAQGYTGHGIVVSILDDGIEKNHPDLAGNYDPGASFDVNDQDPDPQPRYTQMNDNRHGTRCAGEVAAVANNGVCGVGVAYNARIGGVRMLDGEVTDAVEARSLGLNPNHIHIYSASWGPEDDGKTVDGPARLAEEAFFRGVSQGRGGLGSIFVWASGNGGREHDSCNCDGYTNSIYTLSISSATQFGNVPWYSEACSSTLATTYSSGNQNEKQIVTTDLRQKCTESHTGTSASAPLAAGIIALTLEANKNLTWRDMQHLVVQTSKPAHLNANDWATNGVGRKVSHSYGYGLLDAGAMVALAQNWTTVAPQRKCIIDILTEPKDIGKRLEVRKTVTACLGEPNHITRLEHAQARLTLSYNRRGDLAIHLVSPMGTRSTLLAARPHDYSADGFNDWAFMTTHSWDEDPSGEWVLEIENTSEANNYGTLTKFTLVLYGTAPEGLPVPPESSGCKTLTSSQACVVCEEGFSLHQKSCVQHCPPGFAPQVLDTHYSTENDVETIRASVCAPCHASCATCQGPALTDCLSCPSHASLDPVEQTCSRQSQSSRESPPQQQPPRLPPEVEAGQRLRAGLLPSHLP
Cl transport mod: modulators of human KCC2 chloride dependent transport. KCC2 cells, thallium flux FluoZin-2 fluorescence. B-score of Tl+ flux slope (higher = more flux/activation; lower = inhibition) at 10 µM. actives 2.2% (n = 190,000). AID 1456;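 active means thallium flux slope and its plate-corrected score both differing from the plate sample mean at a set confidence after two filtering rounds, in either direction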;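 further: slope of fluorescence scaled to starting intensity during 10 to 20 s after thallium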
EBV gp42 inh: blocks Epstein-Barr virus glycoprotein 42 binding; actives 0.42% (n = 220,000); AID 1085; inhibition, % (tested at 21.74 µM); Q1HVG2; Fluorescence polarization binding assay, mP read-out; in the data active means inhibition above about 50%
Target sequence (Q1HVG2 whole entry, looked up): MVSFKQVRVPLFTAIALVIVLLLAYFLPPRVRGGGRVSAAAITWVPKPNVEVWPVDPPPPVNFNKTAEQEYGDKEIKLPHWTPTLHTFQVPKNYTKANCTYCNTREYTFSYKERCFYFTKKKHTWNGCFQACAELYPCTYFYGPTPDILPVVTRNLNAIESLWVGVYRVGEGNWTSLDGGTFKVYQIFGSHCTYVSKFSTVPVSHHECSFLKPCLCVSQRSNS
TbHK1 inh: T. brucei hexokinase 1 inhibition | recombinant TbHK1, G6PDH-coupled NADH A340 | inhibition, % at 10 µM | actives 0.11% (n = 220,000);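 active means inhibition of 50% or more in the single-dose primary screen; inactive means inhibition below 50%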
PPC-1+TRAIL kill: kills PPC-1 cancer cells in the presence of TRAIL. cell killing (% activity), % at 4 µM. actives 0.41% (n = 220,000). PPC-1 cells + TRAIL, ATPLite viability luminescence. AID 1443;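 active means cell killing above 50% in the first pass at 4 µM, then a duplicate retest at 5 µM averaging 50% or more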;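 further: plate controls were cells with TRAIL plus DMSO for no effect and medium-only wells lacking cells for full effect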
TRPML3 ag: agonists of human TRPML3 channel; activation, % at 3 µM; Q8TDD5; actives 0.29% (n = 220,000); HEK293 TRPML3-YFP, Fluo-8 calcium fluorescence; 100% = the carbachol control signal;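 active means activation above its plate's cutoff, the mean activation of the plate's test wells plus 3 SD, cut at about 12% in these data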;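 further: 0% = DMSO only wells and 100% = carbachol wells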
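Test system: HEK293 cells stably carrying human TRPML3-YFP; Doses: single dose, 3 µM final nominal compound, 0.3% DMSO final; Schedule: dye loading 1 h 37 °C then 30 min ambient, 125 s read; Technique: Fluo-8 calcium fluorescence; Benchmarks: high control carbachol 87 µM, low control DMSO.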
An asterisk follows results filed as active; i = inactive; · = no result given; [ ] = remark or other dose.

[1] O=C(C1CCN(S(=O)(=O)Cc2ccccc2)CC1)N1CCCc2ccccc21
[2] COC(=O)c1cc(NC(=O)c2ccccc2F)cc(C(=O)OC)c1
[3] Cc1cc(C)n2nc(C(=O)N3CCCC(CNS(=O)(=O)c4cccs4)C3)cc2n1 (stereo not drawn)
[4] Clc1ccc(Nc2nc(C3CC3)cs2)cc1
[5] C/C(Cl)=C\Cn1c(N2CCCC2)nc2c1c(=O)[nH]c(=O)n2C
[6] Cc1cc(C)c(-c2csc(NC(=O)COC(=O)c3ccc4c(c3)OCO4)n2)c(C)c1
[7] CS(=O)(=O)N1CCC(C(=O)Nc2ccc(C(F)(F)F)cc2)CC1
[8] Cc1nc2ccc(NC(=O)N3CCC(c4ccccc4)C3)cc2nc1C (stereo not drawn)
Assay by compound	1	2	3	4	5	6	7	8
thrombin 1536	-2	-6	-7	-10	0	-5	-6	-5
TRPN1 ag	3.3	-0.2	1.0	0.0	0.3	-0.6	2.0	0.3
m-calpain inh	-27	34	-97	22	-7	-22	-19	i
Furin inh	-17	-5	-25	-18	-17	-12	-17	-16[20 µM]
Cl transport mod	-2.8	-0.26	0.59	-0.0022	·	-0.11	0.053	-0.62
EBV gp42 inh	-5	-7	-79	-15	-27	-13	4	-9
TbHK1 inh	0	4	-4	-2	1	-9	-5	-18
PPC-1+TRAIL kill	2	16	19	12	-8	11	·	15
TRPML3 ag	1.1	-0.8	1.1	0.3	0.5	0.6	0.9	0.2

[9] O=C(CSc1nc2ccccc2o1)Nc1nc(-c2ccccc2)cs1
[10] Cc1ccccc1Nc1nnc(SCC(=O)NC(=O)NCc2ccco2)s1
[11] CCO[C@@H]1OC(C(=O)Nc2ccccc2)=C[C@H](c2csc3ccccc23)[C@H]1CCCO
[12] COc1ccc(C(=O)c2nc3c(n2O)CCCCC3)cc1
[13] COCCn1c(C)cc(C(=O)COC(=O)c2ccc3ncsc3c2)c1C
[14] Cc1nc([N+](=O)[O-])c(Br)n1CC(=O)c1ccc(F)cc1
[15] O=C(CN1CCS(=O)(=O)CC1)NNC(=O)C1CCCCC1
[16] Cc1nonc1CC(=O)N1CCCC(C(=O)c2cccc(C(F)(F)F)c2)C1 (stereo not drawn)
Assay by compound	9	10	11	12	13	14	15	16
thrombin 1536	-17	5	-2	-1	0	8	-10	-3
TRPN1 ag	2.0	-0.6	7.9	-0.3	5.2	5.4	0.4	-0.2
m-calpain inh	10	-100	18	2	-29	13	-30	19
Furin inh	-10	-19	-11	-2[20 µM]	-12	-8	-15	-16
Cl transport mod	-0.91	-0.26	-0.27	-1.1	-0.17	-0.078	0.065	·
EBV gp42 inh	2	1	-11	-16	-13	-7	-3	1
TbHK1 inh	5	-4	-10	-46	1	3	-3	-6
PPC-1+TRAIL kill	31	-4	15	0	11	-4	-12	1
TRPML3 ag	0.8	1.2	3.1	-0.3	1.4	2.4	-0.8	0.9

[17] S=C(NCCc1ccccc1)Nc1ccc(Cl)cc1Cl
[18] COc1ccccc1N1CCN(C2CCN(S(=O)(=O)c3ccc(C)cc3)CC2)CC1
[19] COc1ccc(Cc2noc(CN3CCNC(=O)CC3)n2)cc1OC
[20] COc1ccc(CNC(=O)CSCc2cnn(-c3ccccc3)c2-n2cccc2)cc1
[21] CCOC(=O)C1CCN(C(=O)c2ccc(Cl)c(NC3=NC4CS(=O)(=O)CC4S3)c2)CC1 (stereo not drawn)
[22] COc1ccc(CNCC(O)(c2ccc(Cl)cc2)c2ccc(Cl)cc2)cc1OC
[23] CCCOc1ccccc1C1NC(=O)NC(C)=C1C(=O)OCCOC (stereo not drawn)
[24] CCN1C(=O)CSc2ccc(C(=O)NCCCN3CCOCC3)cc21
Assay by compound	17	18	19	20	21	22	23	24
thrombin 1536	2	-8	1	2	0	-1	-1	6
TRPN1 ag	3.7	1.0	0.0	-1.3	1.1	0.9	-0.2	0.8
m-calpain inh	32	-24	-7	34	-9	41	24	-2
Furin inh	-8[20 µM]	-10	-25	-8[20 µM]	-12	-21[20 µM]	-13[20 µM]	-21
Cl transport mod	·	0.14	·	-2.6	-0.049	·	0.0049	·
EBV gp42 inh	-2	-12	-15	-23	-6	3	1	-22
TbHK1 inh	4	-6	-1	-4	-1	4	1	-5
PPC-1+TRAIL kill	23	2	6	-2	21	-20	7	-2
TRPML3 ag	2.9	1.7	0.8	-1.4	0.5	0.4	-1.0	0.6

[25] Cc1ccc(NC(=O)OCCN2CCN(Cc3ccccc3)CCC2=O)cc1
[26] C(=C\c1ccccc1)/C=N/N1CCN(Cc2ccccc2)CC1
[27] CCOC(=O)C1(Cc2ccccc2)CCCN(Cc2ccc(OCCO)cc2)C1 (stereo not drawn)
[28] O=C(COC(=O)c1ccc2ccccc2n1)NCc1ccccc1
[29] COC(=O)Cc1cc(=O)[nH]c(/N=C(\N)Nc2ccccc2C)n1
[30] CC(C)Sc1n[nH]c(=O)n1-c1ccccc1
[31] COc1cccc(C(=O)Nc2ccc(NC(C)=O)cn2)c1
[32] CN(C(=O)c1ccc(Cl)c(S(=O)(=O)N2CCOCC2)c1)c1ccccc1C(=O)O
Assay by compound	25	26	27	28	29	30	31	32
thrombin 1536	0	·	-1	-3	0	-1	1	2
TRPN1 ag	1.9	-1.6	1.2	-0.9	-0.6	2.5	1.3	-0.6
m-calpain inh	-39	50*	37	19	-2	-7	-9	-3
Furin inh	-14	-14	-13	-14	-14[20 µM]	-3	-6[20 µM]	-15
Cl transport mod	-1.8	-1	-0.33	-0.51	-0.58	0.9	2.1	0.21
EBV gp42 inh	-18	-6	-3	16	-5	0	-19	-6
TbHK1 inh	-1	-4	8	-4	1	-1	-3	2
PPC-1+TRAIL kill	-2	37	7	13	18	5	1	6
TRPML3 ag	0.5	0.0	0.7	0.1	0.4	0.7	0.2	-0.9

[33] C#CCSc1nc(=O)c2cccnc2n1-c1ccc(C)cc1
[34] COc1ccc(Cc2nnc(SCc3ccc([N+](=O)[O-])cc3)o2)cc1
[35] CCOC(=O)c1c(C2CCN(C(=O)OCC)CC2)nc2ccccn12
[36] O=C(CSc1nc2c(cnn2-c2ccc(F)cc2)c(=O)[nH]1)N1N=C(c2cccs2)CC1c1ccc(F)cc1 (stereo not drawn)
[37] Cc1ccc(S(=O)(=O)N(CC(=O)N/N=C/c2ccc(F)cc2)c2cccc3cccnc23)cc1
[38] CC(C)CNC(=O)CSc1nnc2ccccn12
[39] COC(=O)C(NC(=O)c1ccccc1)=C1CCCCC1
[40] S=C(NC1CCCCC1)N1CCN(c2ccccn2)CC1
Assay by compound	33	34	35	36	37	38	39	40
thrombin 1536	-9	-3	-1	2	-2	5	-4	-10
TRPN1 ag	-1.1	-2.3	0.5	0.3	0.8	1.3	0.4	0.6
m-calpain inh	-12	29	-39	-90	19	-10	-27	9
Furin inh	-15	-2	-21	-12	-15[20 µM]	-14	-8	-20
Cl transport mod	-0.75	-1.9	0.1	-2.4	0.25	0.47	·	-0.34
EBV gp42 inh	-4	2	-79	-15	-7	-6	-8	-1
TbHK1 inh	-13	5	-7	-2	-6	-3	5	6
PPC-1+TRAIL kill	10	15	-4	-8	9	11	17	8
TRPML3 ag	-0.6	-1.3	0.2	1.0	0.2	0.4	-0.1	0.2

[41] O=C(Nc1nnc(C2=COCCO2)o1)c1ccc(S(=O)(=O)N2CCCC2)cc1
[42] COc1cc(OC)c(S(=O)(=O)NCc2cccnc2)cc1NC(C)=O
[43] CCSC1=N/C(=C\c2ccc(C(=O)O)cc2)C(=O)S1
[44] CCN(CC)C(=O)C(=O)c1ccn(-c2c(C)csc2C(=O)OC)c1
[45] O=C(Nc1c(Cl)cccc1Cl)C1CCC1
[46] Cc1ccc(OCC(=O)NCC(=O)n2nc(C)cc2C)cc1
[47] COc1ccc(NC(=O)N2CC(C)OC(C)C2)cc1OC (stereo not drawn)
[48] Cc1ccc2[nH]c3c(c2c1)CN(C(=O)CN1CCN(C(=O)c2ccco2)CC1)CC3
Assay by compound	41	42	43	44	45	46	47	48
thrombin 1536	8	-1	4	-1	0	3	-5	-1
TRPN1 ag	1.0	2.2	1.6	0.0	0.0	1.2	0.5	1.0
m-calpain inh	-21	31	21	7	-12	-19	16	-12
Furin inh	-18	-2	-18	-16	-28	-20	-29[20 µM]	-25
Cl transport mod	-0.63	-1.7	-0.0071	1.1	0.25	-1.7	·	0.2
EBV gp42 inh	-4	-20	-5	-8	-10	-7	-8	13
TbHK1 inh	-10	-3	-5	-4	6	1	-7	-14
PPC-1+TRAIL kill	2	3	8	27	14	-3	-1	9
TRPML3 ag	0.7	0.5	0.2	0.8	0.3	-0.2	0.4	1.5

[49] CC(=Nc1ccccc1)C1=C(O)CCCC1=O
[50] COc1ccc(/C=N/n2c(SC)nnc2-c2ccccc2)c(OC)c1OC
[51] CCOC(=O)/C(=N\Nc1cc(Cl)ccc1Cl)N1CCOCC1
[52] CCc1cccc(CC)c1N(COC)C(=O)Cn1c(CO)nc2ccccc21
Assay by compound	49	50	51	52
thrombin 1536	-4	-12	-3	-1
TRPN1 ag	-0.7	-1.8	-0.5	0.4
m-calpain inh	17	-55	-12	20
Furin inh	-10	-1	-28	-26
Cl transport mod	-2.7	·	1.1	-0.016
EBV gp42 inh	-10	5	-1	-6
TbHK1 inh	-7	-20	-6	3
PPC-1+TRAIL kill	12	6	4	15
TRPML3 ag	0.2	-0.9	0.5	0.7

Reformatted: entries from further up
Every second line gives: thrombin 1536 | TRPN1 ag | m-calpain inh | Furin inh | Cl transport mod | EBV gp42 inh | TbHK1 inh | PPC-1+TRAIL kill | TRPML3 ag
52: CCc1cccc(CC)c1N(COC)C(=O)Cn1c(CO)nc2ccccc21
    -1 | 0.4 | 20 | -26 | -0.016 | -6 | 3 | 15 | 0.7
50: COc1ccc(/C=N/n2c(SC)nnc2-c2ccccc2)c(OC)c1OC
    -12 | -1.8 | -55 | -1 | · | 5 | -20 | 6 | -0.9
51: CCOC(=O)/C(=N\Nc1cc(Cl)ccc1Cl)N1CCOCC1
    -3 | -0.5 | -12 | -28 | 1.1 | -1 | -6 | 4 | 0.5

Shown as a hit in m-calpain inh, of those listed so far:
nr	molecule	thrombin 1536	m-calpain inh	Furin inh	Cl transport mod	EBV gp42 inh	TbHK1 inh	TRPML3 ag
26	C(=C\c1ccccc1)/C=N/N1CCN(Cc2ccccc2)CC1	·	50*	-14	-1	-6	-4	0.0

Assay outcomes from PubChem.
